Keap1-Nrf2 PPI = Keap1-Nrf2 protein-protein interaction inhibitors, primary screen, biochemical, fluorescence polarization, single point | Kelch-like ECH-associated protein 1 (Homo sapiens), Q14145 | 340,000 compounds, 0.15% hits | Keap1 Kelch-Nrf2 peptide fluorescence polarization, 1536-well | inhibition, % at 9.4 µM; in the data active means inhibition above about 12%;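 further: human Keap1 Kelch domain with fluorescein labeled Nrf2 9mer peptide probe; 0% = neutral control wells and 100% = peptide positive control; higher means more block of Keap1 binding to Nrf2 peptide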
Target sequence (Q14145 whole entry, looked up, the tested form may be a part): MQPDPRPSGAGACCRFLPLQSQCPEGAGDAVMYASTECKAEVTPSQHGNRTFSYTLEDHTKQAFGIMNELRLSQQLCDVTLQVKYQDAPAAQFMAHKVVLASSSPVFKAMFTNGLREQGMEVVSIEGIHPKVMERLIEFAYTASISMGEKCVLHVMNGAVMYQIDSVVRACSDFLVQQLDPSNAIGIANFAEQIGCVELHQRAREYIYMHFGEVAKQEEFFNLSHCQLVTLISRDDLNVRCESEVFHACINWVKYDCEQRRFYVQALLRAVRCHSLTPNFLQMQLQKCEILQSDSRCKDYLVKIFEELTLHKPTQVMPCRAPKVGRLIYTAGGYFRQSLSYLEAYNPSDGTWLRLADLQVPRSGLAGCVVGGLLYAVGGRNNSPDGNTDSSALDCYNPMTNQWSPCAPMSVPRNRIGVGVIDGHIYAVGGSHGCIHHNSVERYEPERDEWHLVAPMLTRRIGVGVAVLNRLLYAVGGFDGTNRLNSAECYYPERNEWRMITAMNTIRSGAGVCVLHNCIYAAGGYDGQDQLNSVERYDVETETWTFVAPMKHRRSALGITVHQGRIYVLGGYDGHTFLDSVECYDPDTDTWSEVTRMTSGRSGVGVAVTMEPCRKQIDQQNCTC
SR-BI uptake up = activators of SR-BI mediated DiI-HDL uptake, primary screen, ldlA[mSR-BI] CHO cells, DiI fluorescence. 3 h; 100 = double the neutral-control signal. activation, % at 12.5 µM. 320,000 compounds, 0.096% hits. AID 504775, 2011;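 active means mean replicate activation of at least 60% and every replicate at or above 60%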;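 further: 0% = median plate neutral-control signal and 100% = twice that signal; values of inactives mirror those of a sister screen read the other way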
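material = CHO ldlA[mSR-BI] cells | medium = Ham's F12 with 0.5% BSA, HEPES 25 mM, pH 7.4 | reagent = fluorescent DiI-HDL, 10 µg/mL final | compound dosing = single-point compound dose | incubation = 3 h, 37 °C | measured by = bottom-read fluorescence, 550/595 nm | measure = HDL uptake via cellular fluorescence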
Arrestin-AP2 inh = inhibitors of beta-arrestin/AP2 binding, primary screen, biochemical, GPCR trafficking, flow cytometry | beta-arrestin 1 C-terminal peptide binding to AP2 beta2-adaptin appendage (human) | FITC-arrestin peptide / GST-AP2 beads; AP2 beta2 appendage carries R879A mutation | inhibition, % at 10 µM | 340,000 compounds, 0.31% hits | AID 504490, 2011;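 active means inhibition above a set limit, near 3 SD of compounds lacking own fluorescence, cut at about 54% in these data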;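 further: plate controls were DMSO wells for no effect and 5 µM unlabelled arrestin peptide for full effect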
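System: GST-AP2 R879A glutathione beads | Also added: FITC-arrestin peptide, 50 nM | Times: 12 min plus 1 h, RT | Signal: Bead flow cytometry, FITC channel | Buffer or medium: PBS with 0.05% Tween 20 and 0.1% BSA | Read-out basis: Percent drop in bead-associated FITC signal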
PKA-R2B activ = activators of PKA-R2B holoenzyme, primary screen, biochemical, fluorescence polarization, Cy5-IP20, human; AID 504700, 2011; PKA-R2B holoenzyme dissociation; R2B truncated from residue 108, S112A mutant; 0% DMSO only, 100% 113 µM cGMP; activation, % at 11.4 µM; cAMP-dependent protein kinase catalytic subunit beta (Homo sapiens) + cAMP-dependent …; 340,000 compounds, 0.079% hits;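 active means activation above a cutoff set at the mean over all compounds plus 3 SD, cut at about 18% in these data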;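 further: higher means more holoenzyme dissociation and a rise in polarization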
Target sequence (P31323 whole entry, looked up, other chains not shown, the tested form may be a part): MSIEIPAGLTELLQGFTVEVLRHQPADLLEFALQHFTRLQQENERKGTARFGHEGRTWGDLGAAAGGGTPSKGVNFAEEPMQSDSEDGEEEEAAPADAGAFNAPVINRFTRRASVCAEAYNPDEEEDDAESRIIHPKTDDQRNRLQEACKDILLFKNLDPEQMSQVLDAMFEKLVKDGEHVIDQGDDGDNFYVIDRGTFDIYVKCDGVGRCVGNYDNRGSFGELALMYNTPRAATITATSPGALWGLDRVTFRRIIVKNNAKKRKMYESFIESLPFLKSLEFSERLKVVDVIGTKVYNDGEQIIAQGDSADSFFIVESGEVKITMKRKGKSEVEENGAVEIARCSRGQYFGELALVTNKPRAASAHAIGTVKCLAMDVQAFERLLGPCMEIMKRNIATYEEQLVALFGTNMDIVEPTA
PvdQ inh = P. aeruginosa PvdQ acylase inhibitors, primary screen, biochemical, fluorescence, plate reader and imaging, single point | PvdQ acylase [Pseudomonas aeruginosa LESB58] | purified PvdQ acylase | inhibition, % at 10 µM | 340,000 compounds, 0.063% hits; in the data active means inhibition above about 30%, passing the limit was not always enough;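 further: 0% = vehicle neutral wells and 100% = reference inhibitor wells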
SR-BI HDL uptake = inhibitors of SR-BI mediated HDL lipid uptake, primary screen, ldlA[mSR-BI] cells, fluorescence, single point | inhibition, % at 12.5 µM | 320,000 compounds, 0.96% hits | ldlA[mSR-BI] CHO cells, DiI-HDL uptake fluorescence, 3 h | Scavenger receptor class B member 1 (Mus musculus), Q61009;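 active means mean replicate inhibition of at least 70% and a set share of replicates each scoring 70 or more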;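 further: 0% = median of neutral control wells and 100% = median of positive control wells; values of inactives mirror those of a sister screen read the other way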
DAGLB inh = DAGLB lipase inhibitors, primary screen, biochemical, fluorescence, HTS. HEK293T DAGLB membrane lysate, EnzChek fluorogenic substrate. Diacylglycerol lipase-beta (Homo sapiens), Q8NCG7. 340,000 compounds, 0.059% hits. inhibition, % at 5.17 µM. AID 504411, 2011; in the data active means inhibition above about 34%;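 further: 0% = enzyme with vehicle and 100% = wells lacking enzyme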
LANA DNA inh = inhibitors of KSHV C-LANA binding to DNA, primary screen, biochemical, fluorescence polarization, FAM-LBS DNA, MBP-C-LANA, single point; 340,000 compounds, 0.078% hits; Kaposi's sarcoma herpesvirus LANA C-terminal domain (residues 932-1162) DNA binding; AID 504423, 2011; inhibition, % at 9 µM;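 active means highest replicate inhibition at or above 60% at 9 µM, even if other replicates fall short; inactive means all replicates below 60% inhibition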;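 further: 0% = neutral control wells and 100% = 4 µM acridine orange control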
NSD2 HMT inh = NSD2 histone methyltransferase inhibitors, primary screen, biochemical, AlphaScreen, single concentration, set 2; Histone-lysine N-methyltransferase NSD2 (Homo sapiens), O96028; NSD2 peptide methylation, 120 min; inhibition, % at 12.5 µM; 310,000 compounds, 0.54% hits; AID 743445, 2014; in the data active means inhibition above about 50%
Cardiac RTF inh = cardiac RTF calcium sensitivity inhibitors, primary screen, biochemical, IANBD-TnC fluorescence, EC70 calcium | Troponin I, cardiac muscle (Homo sapiens) + Troponin T, cardiac muscle (Homo sapiens) + … | inhibition, % at 7.15 µM | AID 493244, 2011 | 340,000 compounds, 0.12% hits | IANBD-labeled cardiac RTF, Ca2+ fluorescence;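 active means inhibition above the mean inhibition of all tested compounds plus 3 SD, cut at about 17% in these data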;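 further: assay run at fixed EC70 calcium of 1.6 mM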
The depositor's hits bear a star. This is a subset (hit frequency here may not be typical).

How did CN1CCCC1C(O)(c1ccccc1)c1ccccc1 (stereo unspecified) do in these assays?
Keap1-Nrf2 PPI: 0; SR-BI uptake up: 20; Arrestin-AP2 inh: 6; PKA-R2B activ: -16; PvdQ inh: -22; SR-BI HDL uptake: -20; DAGLB inh: 1; LANA DNA inh: -0.4; NSD2 HMT inh: -1; Cardiac RTF inh: -4

How did O=C(NC1CC2CCCC(C1)N2)c1ccccc1 (stereo unspecified) do in these assays?
Keap1-Nrf2 PPI: 1; SR-BI uptake up: 10; Arrestin-AP2 inh: -8; PKA-R2B activ: 2; PvdQ inh: -16; SR-BI HDL uptake: -10; DAGLB inh: -1; LANA DNA inh: 0.3; NSD2 HMT inh: 0; Cardiac RTF inh: -9

How did CC(=NC(C)c1ccccc1)c1c(O)[nH]c(=O)[nH]c1=O (stereo unspecified) do in these assays?
Keap1-Nrf2 PPI: -3; SR-BI uptake up: 7; Arrestin-AP2 inh: -8; PKA-R2B activ: -9; PvdQ inh: -20; SR-BI HDL uptake: -7; DAGLB inh: 0; LANA DNA inh: 0.6; NSD2 HMT inh: -7; Cardiac RTF inh: -5

Results for CCOc1ccccc1CN1C2CCC1CC(c1ccc(C)cc1)C2 (stereo unspecified) ?
Keap1-Nrf2 PPI: -2; SR-BI uptake up: -15; Arrestin-AP2 inh: 21; PKA-R2B activ: 5; PvdQ inh: -14; SR-BI HDL uptake: 15; DAGLB inh: 0; LANA DNA inh: 0.9; NSD2 HMT inh: -2; Cardiac RTF inh: 1

What do the screens show for `O=C1CC(=O)N(c2ccc3c(c2)OCO3)C(=O)N1`?
Keap1-Nrf2 PPI: -5; SR-BI uptake up: -2; Arrestin-AP2 inh: 7; PKA-R2B activ: -12; PvdQ inh: -25; SR-BI HDL uptake: 2; DAGLB inh: 3; LANA DNA inh: -2.3; NSD2 HMT inh: 2; Cardiac RTF inh: -6

What do the screens show for `CN1C(=O)C(=Cc2ccc(SC3CCCCC3)o2)C(=O)N(C)C1=O`?
Keap1-Nrf2 PPI: -3; SR-BI uptake up: -3; Arrestin-AP2 inh: 2; PKA-R2B activ: -4; PvdQ inh: -9; SR-BI HDL uptake: 3; DAGLB inh: 8; LANA DNA inh: -1.0; NSD2 HMT inh: 11; Cardiac RTF inh: -8

Results for CCOC(=O)c1c(/N=C/c2c(O)n(-c3cccc(C)c3)c(=O)[nH]c2=O)sc2c1CCCC2 ?
Keap1-Nrf2 PPI: 72*; SR-BI uptake up: -4; Arrestin-AP2 inh: -15; PKA-R2B activ: -3; PvdQ inh: 2; SR-BI HDL uptake: 4; DAGLB inh: 1; LANA DNA inh: 9.4; NSD2 HMT inh: 4; Cardiac RTF inh: -2

How did Cc1cc(/C=C2/C(=O)NC(=O)N(Cc3ccco3)C2=O)c(C)n1-c1ccccc1O do in these assays?
Keap1-Nrf2 PPI: -3; SR-BI uptake up: 6; Arrestin-AP2 inh: 14; PKA-R2B activ: -11; PvdQ inh: 5; SR-BI HDL uptake: -6; DAGLB inh: 4; LANA DNA inh: 6.8; Cardiac RTF inh: 10

What do the screens show for `CC1(C)C(=O)CC[C@@]2(C)C1=CCC1C2CC[C@]2(C)C(=O)CCC12` (stereo partly specified)?
Keap1-Nrf2 PPI: 0; SR-BI uptake up: 0; Arrestin-AP2 inh: 6; PKA-R2B activ: 0; PvdQ inh: 0; SR-BI HDL uptake: 0; DAGLB inh: -1; LANA DNA inh: 2.2; NSD2 HMT inh: -8; Cardiac RTF inh: -6

What do the screens show for `CC(C)c1ccc(OCC(=O)N2CCN(C)CC2)c(Br)c1`?
Keap1-Nrf2 PPI: -3; SR-BI uptake up: -5; Arrestin-AP2 inh: 2; PKA-R2B activ: -2; PvdQ inh: 6; SR-BI HDL uptake: 5; DAGLB inh: 2; LANA DNA inh: -0.5; NSD2 HMT inh: -3; Cardiac RTF inh: 0

Results for CC1(C)C2([N+](=O)[O-])CN3CC1([N+](=O)[O-])CN(C2)C3c1ccccn1 (stereo unspecified) ?
Keap1-Nrf2 PPI: 3; SR-BI uptake up: 6; Arrestin-AP2 inh: 9; PKA-R2B activ: 13; PvdQ inh: -6; SR-BI HDL uptake: -6; DAGLB inh: 2; LANA DNA inh: -0.8; NSD2 HMT inh: -13; Cardiac RTF inh: -12

How did Cc1ccc(C(C)C)c(OCC#CCN2CCCC2)c1 do in these assays?
Keap1-Nrf2 PPI: -4; SR-BI uptake up: -11; Arrestin-AP2 inh: -14; PKA-R2B activ: 0; PvdQ inh: -2; SR-BI HDL uptake: 11; DAGLB inh: -3; LANA DNA inh: 1.4; NSD2 HMT inh: 9; Cardiac RTF inh: 5

Results for CN1CCN(CC(=O)Nc2ccc(Cl)cc2C(=O)c2ccccc2)CC1 ?
Keap1-Nrf2 PPI: -3; SR-BI uptake up: 10; Arrestin-AP2 inh: -11; PKA-R2B activ: -5; PvdQ inh: -11; SR-BI HDL uptake: -10; DAGLB inh: -1; LANA DNA inh: -2.0; NSD2 HMT inh: 5; Cardiac RTF inh: -8

Results for O=C(CCN1CCCCC1)Nc1ccc(Cl)cc1C(=O)c1ccccc1 ?
Keap1-Nrf2 PPI: -4; SR-BI uptake up: -8; Arrestin-AP2 inh: -8; PKA-R2B activ: 8; PvdQ inh: -12; SR-BI HDL uptake: 8; DAGLB inh: 1; LANA DNA inh: 0.8; NSD2 HMT inh: 3; Cardiac RTF inh: -4

How did CCOC(=O)C1=C(N)Oc2cc(C)oc(=O)c2C12C(=O)N1c3c(cc(OC)cc32)C(C)=CC1(C)C (stereo unspecified) do in these assays?
Keap1-Nrf2 PPI: 0; SR-BI uptake up: 23; Arrestin-AP2 inh: 0; PKA-R2B activ: -9; PvdQ inh: -1; SR-BI HDL uptake: -23; DAGLB inh: 2; LANA DNA inh: -0.3; NSD2 HMT inh: 1; Cardiac RTF inh: -1

What do the screens show for `CCN(c1ccc(C(O)(C(=O)OC)C(F)(F)F)cc1)S(=O)(=O)c1ccccc1` (stereo unspecified)?
Keap1-Nrf2 PPI: -7; SR-BI uptake up: -8; Arrestin-AP2 inh: -5; PKA-R2B activ: -3; PvdQ inh: -16; SR-BI HDL uptake: 8; DAGLB inh: 8; LANA DNA inh: 2.4; NSD2 HMT inh: 4; Cardiac RTF inh: -2

What do the screens show for `COC(=O)c1nc(-c2ccc3c(n2)C(=O)C(N)=C(OC)C3=O)c(N)c(-c2ccc(OC)c(OC)c2O)c1C`?
Keap1-Nrf2 PPI: -11; SR-BI uptake up: -32; Arrestin-AP2 inh: -2; PKA-R2B activ: -2; PvdQ inh: -4; SR-BI HDL uptake: 32; DAGLB inh: 7; LANA DNA inh: -1.2; NSD2 HMT inh: 55*; Cardiac RTF inh: -3

Results for Cc1cccc(C2=NCC(=O)N(CC(=O)NCc3ccco3)c3sc4c(c32)CCCC4)c1 ?
Keap1-Nrf2 PPI: -1; SR-BI uptake up: -77; Arrestin-AP2 inh: -11; PKA-R2B activ: -5; PvdQ inh: -9; SR-BI HDL uptake: 77*; DAGLB inh: -2; LANA DNA inh: -0.9; NSD2 HMT inh: 15; Cardiac RTF inh: -6

How did O=C(CN1CCN(Cc2cccc(Cl)c2)C1=O)N1CCC2(CC1)OCCO2 do in these assays?
Keap1-Nrf2 PPI: 0; SR-BI uptake up: 10; Arrestin-AP2 inh: 0; PKA-R2B activ: -3; PvdQ inh: -4; SR-BI HDL uptake: -10; DAGLB inh: 1; LANA DNA inh: 1.2; NSD2 HMT inh: 3; Cardiac RTF inh: -9

How did COc1ccc(C(=O)C2CN(C)CC2c2ccc(Cl)cc2)cc1 (stereo unspecified) do in these assays?
Keap1-Nrf2 PPI: -7; SR-BI uptake up: 2; Arrestin-AP2 inh: -13; PKA-R2B activ: -8; PvdQ inh: -6; SR-BI HDL uptake: -2; DAGLB inh: 2; LANA DNA inh: -3.1; NSD2 HMT inh: 11; Cardiac RTF inh: -8

Results for COc1ccc(N2C(=O)/C(=C/c3cc(C)n(-c4ccc(C)cn4)c3C)C(=O)NC2=S)c(OC)c1 ?
Keap1-Nrf2 PPI: -6; SR-BI uptake up: 13; Arrestin-AP2 inh: 0; PKA-R2B activ: 5; PvdQ inh: -9; SR-BI HDL uptake: -13; DAGLB inh: -1; LANA DNA inh: 1.8; NSD2 HMT inh: 15; Cardiac RTF inh: -20

Results for O=C(O)C1C2CCC(O2)C1C(=O)Nc1ccc(F)c(F)c1 (stereo unspecified) ?
Keap1-Nrf2 PPI: -5; SR-BI uptake up: 0; Arrestin-AP2 inh: -12; PKA-R2B activ: 9; PvdQ inh: -13; SR-BI HDL uptake: 0; DAGLB inh: -2; LANA DNA inh: -1.5; NSD2 HMT inh: -1; Cardiac RTF inh: -4

What do the screens show for `O=C1CCN(C(=O)C(Cl)Cl)N1`?
Keap1-Nrf2 PPI: 0; SR-BI uptake up: 11; Arrestin-AP2 inh: -3; PKA-R2B activ: -1; PvdQ inh: 1; SR-BI HDL uptake: -11; DAGLB inh: -2; LANA DNA inh: 1.9; NSD2 HMT inh: -1; Cardiac RTF inh: -3

What do the screens show for `COc1ccc2c3c1OC1C(O)C=CC4[C@@H](C2)N(C)CC[C@]314` (stereo partly specified)?
Keap1-Nrf2 PPI: -2; SR-BI uptake up: 27; Arrestin-AP2 inh: 14; PKA-R2B activ: 3; PvdQ inh: -8; SR-BI HDL uptake: -27; DAGLB inh: 1; LANA DNA inh: -1.3; Cardiac RTF inh: -7

What do the screens show for `CCCNC(=O)c1c(N)n(Cc2ccc3c(c2)OCO3)c2nc3ccccc3nc12`?
Keap1-Nrf2 PPI: -3; SR-BI uptake up: -25; Arrestin-AP2 inh: 7; PKA-R2B activ: -2; PvdQ inh: -9; SR-BI HDL uptake: 25; DAGLB inh: 1; LANA DNA inh: -3.5; NSD2 HMT inh: 34; Cardiac RTF inh: -2
